From PubChem BioAssay
15-hLO-2 inh: blocks human 15-lipoxygenase 2 activity. AID 881. O15296. purified 15hLO-2, xylenol orange hydroperoxide absorbance. Potency, µM (top dose mostly 57.1 µM), inactives show top-dose activity change, negative = inhibition, usual class: inhibitors. hit rate 0.56% among 110,000; also: potency is read from the fitted curve at half-maximal effect; nearly all actives have a fitted effect of over 60% in size; many of its hits are not listed in these tables
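Purified human 15hLO-2 (50 nM) preincubated 15 min with compound, then 45 uM arachidonic acid for 90 min at RT in 25 mM Hepes pH 7.5, 0.01% Triton X-100. Hydroperoxide detected by Fe-xylenol orange; 573/405 nm absorbance ratio.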
12-hLO inh: 12-hLO (ALOX12) enzyme inhibition; Potency, µM (series often up to 57.1 µM), for the others: at the highest dose activity change, negative = inhibition, hits mostly inhibitors; purified 12-hLO, xylenol orange hydroperoxide absorbance; P18054; hit rate 0.12% among 150,000; also: potency is read from the fitted curve at half-maximal effect; nearly all actives have a fitted effect of over 55% in size; many of its hits are not listed in these tables
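Lipoxygenase turnover measured by absorbance at 573 and 405 nm after Fe-XO development. Human 12hLO 150 nM, arachidonate 40 uM, pH 7.0 Hepes buffer with detergent; 15 min compound preincubation, 30 min reaction.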
IMPase cell inh: membrane-permeable compound that blocks inositol monophosphatase; inhibition (IP1 accumulation), % at 46.1 µM; P97697; 120,000 tested, under 10 active; CHO-M1 cells, IP1 accumulation, HTRF TR-FRET ratio; AID 901; active = well fitted curve in the direction sought with a large enough effect in the signal ratio, not every such curve was filed as active; inconclusive = small, poorly fitted or top-dose-only effect, or a change in a side signal; inactive = no such curve, though single readings can be large or run the other way; the % refers to the signal ratio;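 also: cells stimulated with carbachol in lithium chloride buffer; plate controls were DMSO basal wells for no effect and reference inhibitor wells for full effect; higher means more IMPase inhibition seen as more IP1 and lower FRET ratio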
Target sequence (P97697 whole entry, looked up): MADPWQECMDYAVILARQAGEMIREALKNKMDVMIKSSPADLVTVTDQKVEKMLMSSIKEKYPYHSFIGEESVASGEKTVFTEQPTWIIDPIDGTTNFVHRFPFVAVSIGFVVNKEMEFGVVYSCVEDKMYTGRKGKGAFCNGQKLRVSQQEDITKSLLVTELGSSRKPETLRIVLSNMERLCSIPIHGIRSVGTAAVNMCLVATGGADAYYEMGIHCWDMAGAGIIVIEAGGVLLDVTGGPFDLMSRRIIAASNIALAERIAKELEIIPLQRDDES
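Seeded CHO-M1 cells were dosed with compound at up to 46 uM, stimulated with carbachol for 30 min, then lysed in IP-One detection reagents. Higher IP1 lowers the TR-FRET signal.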
PNC inhibitor: perinucleolar compartment assembly inhibition. PC3M PTB-GFP, PNC prevalence imaging, 16 h; active compounds read low. activity change (PNC), negative = inhibition, % at 10 µM. hit rate 3.1% among 140,000. AID 2417;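 active = readout at or below -70, meaning at least 70% loss of cells showing the perinucleolar compartment, a nuclear body marking cancer cells; inconclusive = readout between -30 and a set limit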;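 also: plate controls were DMSO wells for no effect and camptothecin positive control wells for full effect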
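Read-out is percentage of cells bearing a perinucleolar compartment, from automated 20x imaging of fixed, Hoechst-stained PC3M PTB-GFP cells. Cells were seeded 4 h, then exposed 16 h to compound (23 nl of library stock) in duplicate plates.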
An asterisk follows results filed as active; ? = inconclusive; nt = not tested or not shown; [ ] = remark or other dose. Unless noted, calls follow the shape of the dose curve; as a rule, active = well fitted curve in the direction sought with a large enough effect; inconclusive = small, poorly fitted or top-dose-only effect, or another doubt; inactive = no such curve, though single readings can be large; an effect the other way counts as inactive or inconclusive. Unless noted, % is scaled to controls: 0 for no effect and ±100 for the full control effect. A portion of the library; count on the stated rates, not on these rows.

The first 21 entries, ahead of the listing:
Structure,15-hLO-2 inh,12-hLO inh,IMPase cell inh,PNC inhibitor
CN(C(=O)CSc1nc2c(c(=O)[nH]1)CCCC2)C1CCCCC1,-2%,-2%,-2,?
Cc1cccc(Nc2nc(N)c([N+](=O)[O-])c(NCc3ccco3)n2)c1,nt,-2%,nt,56
CCOc1ccccc1-n1c(SCC(N)=O)nnc1-c1ccc(O)cc1,-9%,-6%,-3,20
CCCc1cc(-c2n[nH]c(=S)n2C(C)c2ccccc2)cs1 (stereo not drawn),?,-30%,7,28
CNC(=S)N/N=C/c1ccc(OCc2ccccc2)c(Br)c1,nt,-7%,nt,23
CC(C)(C)N1C(=O)c2ccccc2NC(=O)N1Cc1ccc(Br)cc1,2%,-6%,2,24
COc1ccc(-c2[nH]c(-c3ccc(Cl)cc3)nc2SCC(=O)Nc2nccs2)cc1,nt,1%,nt,2
CC(=O)N(c1cccc(Br)c1)C1C=CS(=O)(=O)C1 (stereo not drawn),-7%,5%,22,10
CSc1nncc(=O)[nH]1,-2%,-3%,-5,41
C=CCn1c(C)cc(C(=O)COc2nncc3ccccc23)c1C,-14%,2%,11,?
OCC#Cc1cnc2ccccc2c1,-8%,-6%,?,?
Fc1ccccc1COc1cccc(/C=N/n2cnnc2)c1,6%,-3%,17,4
O=C(CN1CCCCC1)Nc1cccc(-n2cnnn2)c1,6%[11.4 µM],-2%,-9[1.84 µM],-13
COc1cccc(-c2cc3nc(-c4ccccc4)cc(N4CCC5(CC4)OCCO5)n3n2)c1,21%,-5%,-5,-27
COCCOC(=O)C1=C(C)NC2=C(C(=O)CCC2)C1c1ccc(N(C)C)cc1 (stereo not drawn),-5%,-5%,8,18
CC(O)(CS(=O)(=O)Cc1ccccc1)C(=O)Nc1ccc(C(F)(F)F)cc1 (stereo not drawn),-5%,2%,-3,?
CCCc1ccc(C(=O)NNC(=O)c2ccc(Cl)cc2)cc1,2%,-9%,?,?
COc1cc(/C=N/NC(=O)/C(=C\c2ccc([N+](=O)[O-])cc2)NC(=O)c2ccccc2)cc(OC)c1O,-9%,-12%,6,12
CCCCC(O)(CCCC)C(=O)NN(C(=O)CCl)c1ccccc1,nt,-1%,-5,?
COc1ccc(-c2noc(-c3ccco3)n2)cc1OC,21%,-9%,-2,?
Cc1ccc(C(=O)COC(=O)c2ccc(Br)o2)cc1C,-5%,-4%,1,?

All compounds of this part, from the first entry:
Structure,15-hLO-2 inh,12-hLO inh,IMPase cell inh,PNC inhibitor
CN(C(=O)CSc1nc2c(c(=O)[nH]1)CCCC2)C1CCCCC1,-2%,-2%,-2,?
Cc1cccc(Nc2nc(N)c([N+](=O)[O-])c(NCc3ccco3)n2)c1,nt,-2%,nt,56
CCOc1ccccc1-n1c(SCC(N)=O)nnc1-c1ccc(O)cc1,-9%,-6%,-3,20
CCCc1cc(-c2n[nH]c(=S)n2C(C)c2ccccc2)cs1 (stereo not drawn),?,-30%,7,28
CNC(=S)N/N=C/c1ccc(OCc2ccccc2)c(Br)c1,nt,-7%,nt,23
CC(C)(C)N1C(=O)c2ccccc2NC(=O)N1Cc1ccc(Br)cc1,2%,-6%,2,24
COc1ccc(-c2[nH]c(-c3ccc(Cl)cc3)nc2SCC(=O)Nc2nccs2)cc1,nt,1%,nt,2
CC(=O)N(c1cccc(Br)c1)C1C=CS(=O)(=O)C1 (stereo not drawn),-7%,5%,22,10
CSc1nncc(=O)[nH]1,-2%,-3%,-5,41
C=CCn1c(C)cc(C(=O)COc2nncc3ccccc23)c1C,-14%,2%,11,?
OCC#Cc1cnc2ccccc2c1,-8%,-6%,?,?
Fc1ccccc1COc1cccc(/C=N/n2cnnc2)c1,6%,-3%,17,4
O=C(CN1CCCCC1)Nc1cccc(-n2cnnn2)c1,6%[11.4 µM],-2%,-9[1.84 µM],-13
COc1cccc(-c2cc3nc(-c4ccccc4)cc(N4CCC5(CC4)OCCO5)n3n2)c1,21%,-5%,-5,-27
COCCOC(=O)C1=C(C)NC2=C(C(=O)CCC2)C1c1ccc(N(C)C)cc1 (stereo not drawn),-5%,-5%,8,18
CC(O)(CS(=O)(=O)Cc1ccccc1)C(=O)Nc1ccc(C(F)(F)F)cc1 (stereo not drawn),-5%,2%,-3,?
CCCc1ccc(C(=O)NNC(=O)c2ccc(Cl)cc2)cc1,2%,-9%,?,?
COc1cc(/C=N/NC(=O)/C(=C\c2ccc([N+](=O)[O-])cc2)NC(=O)c2ccccc2)cc(OC)c1O,-9%,-12%,6,12
CCCCC(O)(CCCC)C(=O)NN(C(=O)CCl)c1ccccc1,nt,-1%,-5,?
COc1ccc(-c2noc(-c3ccco3)n2)cc1OC,21%,-9%,-2,?
Cc1ccc(C(=O)COC(=O)c2ccc(Br)o2)cc1C,-5%,-4%,1,?
CC(=O)Nc1ccc(NC(=O)c2ccc(Cn3cc(Cl)cn3)cc2)cc1,nt,-1%,9,-8
COc1ccc(-n2ncc3c(NCCN4CCOCC4)ncnc32)cc1,5%,4%,-3,?
Cc1ccccc1NC(=O)COc1ccc(Br)cc1C,nt,-2%,nt,29
C/C(CC(=O)Nc1ccc(Cl)cc1Cl)=N\NC(=O)c1ccco1,nt,-1%,nt,?
CCOC(=O)c1ccccc1NC(=O)c1cccs1,1%,-1%,-5,52
NC(=O)c1ccccc1N/C=C/C(=O)c1ccccc1,-5%,-2%,-6,31
COc1ccc(CNC(=S)N/N=C/c2ccc(O)c(OC)c2)cc1,nt,-22%,nt,-26
Cc1ccc(N2C(=O)C(Cl)=C(NCc3ccccc3)C2=O)c(C)c1,?,-8%,7,-8
Cc1ccc(NC(=O)CCn2cccc2)cc1Cl,1%,-17%,-11,?
ON1C2CCCCC2N(O)C1c1c(F)c(F)c(F)c(F)c1F (stereo not drawn),?,-1%,-4,14
Cc1ccccc1NC(=O)C1C2CCCC1C2c1ccccc1 (stereo not drawn),-1%,8%,3,39
CC(C)c1ccc(S(=O)(=O)N2CCN(C(=O)c3cccc(F)c3)CC2)cc1,3%,-6%,2,?
c1ccc(CSc2ncnc3c2cnn3Cc2ccccc2)cc1,17%,-1%,11,-112*
Cc1csc(NC(=O)CSc2nnc(-c3ccccn3)n2-c2ccc(C)c(C)c2)n1,8%,-3%,6,14
Cc1ccc2c(c1)c1c3n2CCN(C(=O)Cn2c(-c4ccccc4)noc2=O)C3CCC1 (stereo not drawn),-9%,-1%,-1,6
N/C(=N\OC(=O)Oc1ccccc1)c1ccc([N+](=O)[O-])cc1,nt,-4%,nt,-121*
COc1ccc(-n2cccc2/C=C2/NC(=O)N(c3cccc(Cl)c3)C2=O)cc1,nt,-3%,nt,-7
COc1ccc(-n2c(C)c([N+](=O)[O-])c3ccc(O)c(CN(C)C)c32)cc1,18%,-10%,12,?
CN1CCN(C(=O)c2ccc(CSc3nc4ccncc4n3Cc3ccc(F)cc3)cc2)CC1,nt,2%,nt,30
COC(=O)c1cc2sc(Cl)cc2n1CC(=O)N1CCCc2ccccc21,-18%,-3%,8,65
CC(C)c1ccc(NC(=O)c2cnn(-c3ccccc3)c2NC(=O)c2ccco2)cc1,-8%,-3%,4,-24
Nc1nc(C2CCCCC2)cs1,4%,1%,11,13
O=C(NCCc1nc2ccccc2[nH]1)c1ccc(Cl)c([N+](=O)[O-])c1,nt,-2%,nt,-5
COc1ccc(S(=O)(=O)NCc2ccc3c(c2)OCO3)cc1C(=O)O,-4%,-1%,-10,-6
CCc1ccccc1N=C1SCC(=O)N1C,3%,0%,-4,?
O=C(N/N=C/c1cccc([N+](=O)[O-])c1)c1cc(-c2ccccc2)nc2ccccc12,nt,-4%,nt,50
Cc1ccc(-n2cc(-c3ccc([N+](=O)[O-])cc3)[nH]c2=S)c(C)c1,nt,-6%,5,9
Cc1cc2c(c(=O)n1Cc1ccco1)C(c1ccccc1)C(C#N)=C(N)O2 (stereo not drawn),-5%,0%,-3,-6
CCCN1C(=O)c2ccc(C(=O)Nc3cc(C)on3)cc2C1=O,2%,3%,-4,?
COc1cccc(OC)c1OCCNC[C@@H]1CSc2ccccc2O1,23%,1%,9,nt
COc1ccccc1CNC(=O)C[n+]1ccccc1,-4%,-2%,10,6
